# PLC-beta3 inh: PLC-beta3 (human) inhibition, primary screen | Q01970 | AID 720704 | 0.18% of 370,000 active | Purified PLC-beta3, fluorogenic substrate, fluorescence | inhibition, % at 12.2 µM; in the data active = inhibition above about 11%;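 also: 0% = median of compound wells on plate and 100% = full blocker control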
# PLC-gamma1 inh: blocks human PLC-gamma1 enzyme activity. P19174. purified PLC-gamma1, fluorogenic substrate, fluorescence. inhibition, % at 12.2 µM. 0.84% of 370,000 active. AID 720700; in the data active = inhibition above about 9.5%
# Tn6 DDE FP: disrupts Tn6 cyclic peptide binding to fibrin D-Dimer-E complex | P02675 | Fibrin DD(E) TRITC-Tn6 fluorescence polarization displacement | inhibition, % at 8.3 µM | 0.21% of 370,000 active | AID 720509;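 active = inhibition above a per-campaign cutoff: mean of compounds within control limits plus 3 SD, cut at about 15% in these data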;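 also: 0% = median of all compound wells on the plate and 100% = blocking peptide control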
# Target sequence (P02675 whole entry, looked up): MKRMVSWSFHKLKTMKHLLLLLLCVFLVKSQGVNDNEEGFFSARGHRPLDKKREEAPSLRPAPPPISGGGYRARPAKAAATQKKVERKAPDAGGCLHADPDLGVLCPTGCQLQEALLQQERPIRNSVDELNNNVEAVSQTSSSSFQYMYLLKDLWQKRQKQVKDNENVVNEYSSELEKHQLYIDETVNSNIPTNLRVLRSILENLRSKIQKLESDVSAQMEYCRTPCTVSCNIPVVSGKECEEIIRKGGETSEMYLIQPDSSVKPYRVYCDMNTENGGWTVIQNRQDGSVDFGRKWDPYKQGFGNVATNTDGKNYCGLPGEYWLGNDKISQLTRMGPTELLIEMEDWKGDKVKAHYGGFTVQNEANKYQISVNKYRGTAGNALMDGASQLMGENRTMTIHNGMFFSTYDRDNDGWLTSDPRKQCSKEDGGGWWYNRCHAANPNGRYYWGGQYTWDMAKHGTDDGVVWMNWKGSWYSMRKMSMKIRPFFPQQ
# ASAP1 GAP inh: ASAP1 ArfGAP inhibition | Q9ULH1 | ASAP1-stimulated ARF1 GTP hydrolysis, GDP FP detection | inhibition, % at 16.5 µM | 0.19% of 360,000 active | AID 624377; in the data active = inhibition above about 25%;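 also: 0% = vehicle with enzyme and substrate and 100% = no enzyme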
# Target sequence (Q9ULH1 325-724 limits assumed): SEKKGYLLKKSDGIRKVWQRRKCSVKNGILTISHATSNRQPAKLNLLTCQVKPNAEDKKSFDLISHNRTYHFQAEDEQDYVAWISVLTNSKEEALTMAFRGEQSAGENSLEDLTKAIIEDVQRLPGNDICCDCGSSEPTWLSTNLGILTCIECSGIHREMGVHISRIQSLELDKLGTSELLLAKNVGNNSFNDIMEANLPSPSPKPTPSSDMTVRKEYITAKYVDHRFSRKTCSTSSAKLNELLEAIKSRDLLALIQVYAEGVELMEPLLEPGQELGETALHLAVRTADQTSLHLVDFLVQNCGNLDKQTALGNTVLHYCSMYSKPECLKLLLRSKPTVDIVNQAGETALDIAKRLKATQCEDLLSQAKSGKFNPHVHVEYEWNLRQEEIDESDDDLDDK
# UHRF1 MBD2 ctr: UHRF1 methyl-DNA binding inhibition; AID 687016; UHRF1 binding to methylated oligo, TR-FRET; Q96T88; inhibition, % at 4.4 µM; 0.75% of 370,000 active; in the data active = inhibition above about 21%;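 also: UHRF1 SRA domain binding a hemimethylated CpG hairpin DNA probe; 0% = median of test compound wells and 100% = reference inhibitor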
# KLK7 zymogen act: activates the human kallikrein-7 zymogen; activation, % at 7 µM; P49862; 0.9% of 370,000 active; purified proKLK7, EDANS-DABCYL substrate fluorescence; 100% is mature enzyme control, 0% vehicle;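 active = activation above the mean of all tested compounds plus 3 SD, computed per campaign excluding outliers beyond control limits, cut at about 13% in these data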
# HGIII-sPLA2 inh: Inhibits HGIII-sPLA2 liposome hydrolysis, primary screen; inhibition, % at 12.2 µM; Q9NZ20; 0.56% of 370,000 active; AID 743126; QFRET BODIPY PC-A2 liposome hydrolysis, fluorescence;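 active = inhibition above mean plus 3 SD of compounds lying within the high and low control bounds, cut at about 19% in these data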;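 also: 0% = median of test compound wells and 100% = no enzyme DMSO wells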
# Tn7 DDE FP: disrupts Tn7 cyclic peptide binding to fibrin D-Dimer-E complex; P02675; FP displacement of FITC-Tn7 peptide from fibrin DD(E); 0% = median of compound wells per plate; inhibition, % at 8.3 µM; 0.13% of 370,000 active; AID 720508;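 active = inhibition above the mean of compounds falling within the control limits plus 3 SD of them, cut at about 14% in these data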;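 also: 0% = plate median of compound wells and 100% = 10 µM Aha-Tn7 peptide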
#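 assay system = human clot-derived fibrin DD(E) complex | quantity = Fibrin-DD(E) at 2 µM final | timing = 10 min preincubation, 3 h with tracer, room temperature | signal = fluorescence polarization | measure = percent inhibition | benchmarks = high control wells with 10 µM unlabelled Aha-Tn7 peptide (full inhibition) | replicates = singlicate testing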
# Rev-erbA mod: Rev-erb alpha (human) modulation. 0.79% of 370,000 active. activity, % at 10 µM. Rev-erbα–FITC-DNA binding, fluorescence polarization, 90 min;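 active = activity above about 14%, limit read from the data; passing the limit was not always enough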;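 also: 0% = DMSO wells with 35 nM protein and 100% = DMSO wells with 750 nM protein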
# ARFGAP1 inhibitor: inhibitors of rat ARFGAP1 | Q62848 | Arfgap1-stimulated ARF1 GTP hydrolysis, GDP FP detection | inhibition, % at 16.5 µM | 0.26% of 360,000 active;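 active = inhibition above a per-plate limit, mean inhibition of low control wells plus 3 SD, cut at about 25% in these data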;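 also: 0% = DMSO wells with enzyme and 100% = wells lacking Arfgap1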
# Target sequence (Q62848 1-136 limits assumed): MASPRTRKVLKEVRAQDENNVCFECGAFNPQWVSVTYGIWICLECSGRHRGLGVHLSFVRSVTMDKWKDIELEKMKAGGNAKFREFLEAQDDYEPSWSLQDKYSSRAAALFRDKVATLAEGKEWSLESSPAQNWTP
#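 material = rat Arfgap1 catalytic domain, aa 1-136 | also added = human ARF1(Δ1-17)-GTP substrate | compound dosing = one concentration, 16.5 µM, DMSO 1.26% | times = GTP hydrolysis reaction 2 h at 25 °C | measured by = FP, GDP Alexa 633 tracer displaced from anti-GDP antibody, 620/688 nm | evaluation = percent inhibition of Arfgap1-stimulated GTP hydrolysis | replication = single well per compound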
# * hit, by the source's call; i = inactive. No enrichment for hits. About 4.5% of those tested had a hit in this group.
SMILES	PLC-beta3 inh	PLC-gamma1 inh	Tn6 DDE FP	ASAP1 GAP inh	UHRF1 MBD2 ctr	KLK7 zymogen act	HGIII-sPLA2 inh	Tn7 DDE FP	Rev-erbA mod	ARFGAP1 inhibitor
CCOc1ccc(CN(C)C(=O)CCl)cc1	-4	-2	15	5	0	-0.1	-2	6	-3	3
COc1ccc([N+](=O)[O-])c(OC)c1C(=O)NC(=O)Nc1c(F)c(F)c(F)c(F)c1F	-9	-3	0	0	1	0.2	3	3	4	-8
CNC(=O)/C(C#N)=C/c1cn(CC(=O)OC)c2ccccc12	-2	-4	-5	5	1	0.3	11	7	0	3
Cc1ccc(-c2nc(-c3cccnc3)sc2CC(=O)Nc2ccc(C)c(Cl)c2)cc1	1	4	9	-4	4	-2.4	4	-4	3	20
CC(C)c1ccc(C(=O)Nc2ccc(CN3CCOCC3)cc2)cc1	-5	4	-3	-5	-3	-0.4	-4	4	-2	-6
COc1ccc2c(CC(=O)OCC(=O)N3CCc4ccccc43)coc2c1	0	-1	1	-2	-1	-0.7	-9	4	2	8
Cn1nc(C(F)(F)F)c(-c2ccc(Br)cc2)c1NC(=O)Nc1ccc(F)cc1F	-3	5	1	8	-3	0.4	-4	7	-6	-3
CCCc1nc2ccccc2c(C(=O)OCC(=O)NCc2ccco2)c1CC	-5	-6	0	-1	3	0.9	-10	1	2	5
O=c1cc(Br)c(O)c(Br)cc1Br	-6	6	0	9	39*	0.5	-4	-4	-16	-11
Cc1cc(C)c2ccc(=O)n(CC(=O)N/N=C/c3ccccc3Cl)c2n1	-4	2	0	-9	8	0.5	2	-7	2	-4
COc1ccc(OCCNS(=O)(=O)c2ccccc2)cc1	2	-1	-4	4	-2	0.3	-11	-6	-2	-7
CCOC(=O)N1CCN(C(=O)COC(=O)CNC(=O)c2ccc(C)cc2)CC1	-8	1	-9	-5	-1	0.1	13	-13	-6	12
COc1ccc(C(=O)Sc2ccc(C)cc2)cc1OC	-2	-1	5	11	1	0.4	-4	-5	6	5
COc1ccccc1C(=O)NC(C)C(c1cccs1)N1CCN(C)CC1 (stereo unspecified)	1	2	-9	-10	-1	0.3	-2	-2	3	2
Cc1ccc(CNC(=O)COc2ccc(S(=O)(=O)NC(C)C)cc2)cc1	-1	0	12	-10	-1	-0.1	-8	-5	-2	-4
Cc1nc2nc(SCC(=O)NCCCN3CCCC(C)C3)nn2c(C)c1Cc1ccccc1Cl (stereo unspecified)	-8	-2	3	4	0	0.2	-1	4	-3	7
CCOC(=O)C1=CCC2c3c(c4ccccc4n3C)C(=O)C1N2C(=O)OC(C)(C)C (stereo unspecified)	0	2	0	-7	-1	-0.4	12	0	-1	-16
COc1ncnc2c1oc1nc(CC(C)C)c3c(c12)CCCC3	2	0	2	1	-3	0.1	-1	1	2	2
Cc1cccc(NC(=O)c2ccc(S(=O)(=O)NCc3cccnc3)cc2)c1C	1	-1	-6	10	2	-0.2	0	-1	1	11
COc1ccc2c(c1)cc1n2CCN=C1NN	-377	-324	-2	-2	2	3.8	2	-7	-1	-2
O=C(O)c1ccc(C(=O)c2ccc3c(c2)C(=O)N(Cc2ccco2)C3=O)cc1	-1	3	3	7	0	0.1	0	-3	2	6
Cc1ccc(N2C(=O)N(CC(=O)NC(N)=O)C(=O)C2C)cc1 (stereo unspecified)	-7	0	-3	-12	0	0.2	2	4	0	5
Cc1c(CCOC(=O)CC23CC4CC(CC(C4)C2)C3)sc[n+]1CC(=O)c1ccc(Br)cc1	0	7	-2	3	-2	0.6	17	-8	-5	7
COc1cc2c(cc1OC)CN(C(=O)c1cccc(S(=O)(=O)N3CCc4ccccc43)c1)CC2	-9	-3	-4	13	0	0.4	-12	-1	5	5
Cc1cc(SCC(=O)NC(=O)c2cccn2C)nc2ccccc12	-18	-8	6	4	-3	0.1	-4	4	2	2
NS(=O)(=O)c1ccc(NC(=O)c2cccc3cc4ccccc4nc23)cc1	-14	-1	-2	17	-1	0.0	-12	-10	-4	12
Cc1ccc(C(CNS(=O)(=O)c2ccc(F)cc2C)N2CCN(C)CC2)cc1 (stereo unspecified)	2	3	3	6	1	0.2	-29	0	1	1
Cc1nn(Cc2ccc(Br)cc2)c(C)c1NC(=O)c1nn(C)cc1Cl	-1	1	-1	-5	2	0.5	1	2	0	-9
C[C@@H]1CN([C@@H](C)CO)C(=O)CCCn2nncc2CO[C@H]1CN(C)S(=O)(=O)c1ccc(-n2cccn2)cc1	4	2	-6	2	-1	-0.2	-4	3	3	-3
Cc1cccc(C(=O)C(O)(c2ccccc2)C2CCCCC2=O)c1 (stereo unspecified)	0	0	0	12	0	-0.7	-4	7	4	-8
O=C(CN1CCN(Cc2ccccc2)CC1)N1N=CCC1c1ccccc1 (stereo unspecified)	-4	-1	-2	-6	-1	0.2	-5	-4	2	14
COc1ccccc1C(=O)Nc1nnc(S(=O)(=O)N2CCOCC2)s1	-10	-3	11	5	-1	0.5	4	4	-5	2
CCC(C)[C@H](NC(=O)NC(C)C)C(=O)O (stereo partly specified)	1	0	1	-15	0	-0.1	4	-4	-6	-11
CCC/C(=C1/c2ccccc2C(=O)N1c1ccccc1)c1ccc2c(c1)OCO2	-154	-107	1	1	-1	-1.1	-2	-2	-4	7
O=C(N/N=C/c1c[nH]c2ccccc12)c1sc2ccccc2c1Cl	-57	-58	-1	4	-4	-72	-15	3	2	10
CCN1CCN(c2ccc(S(=O)(=O)N3CCCCC3)cc2NC(=O)c2cccc(OC(F)F)c2)CC1	-1	5	-4	-8	-2	0.3	-9	-1	7	-7

# One compound at a time (already shown). Screens in order: PLC-beta3 inh, PLC-gamma1 inh, Tn6 DDE FP, ASAP1 GAP inh, UHRF1 MBD2 ctr, KLK7 zymogen act, HGIII-sPLA2 inh, Tn7 DDE FP, Rev-erbA mod, ARFGAP1 inhibitor
# Cc1ccc(C(CNS(=O)(=O)c2ccc(F)cc2C)N2CCN(C)CC2)cc1 (stereo unspecified) is listed as 2, 3, 3, 6, 1, 0.2, -29, 0, 1, 1
# NS(=O)(=O)c1ccc(NC(=O)c2cccc3cc4ccccc4nc23)cc1 is listed as -14, -1, -2, 17, -1, 0.0, -12, -10, -4, 12

# Later entries
SMILES	PLC-beta3 inh	PLC-gamma1 inh	Tn6 DDE FP	ASAP1 GAP inh	UHRF1 MBD2 ctr	KLK7 zymogen act	HGIII-sPLA2 inh	Tn7 DDE FP	Rev-erbA mod	ARFGAP1 inhibitor
Cc1ccccc1-c1cccc([C@@H]2C[C@H]3[C@H](CON3C)CN2C(=O)C(C)(C)C)c1	-3	0	5	3	-3	0.0	2	5	7	4
Cc1ccc(Oc2ccc(S(=O)(=O)N3CCOCC3)cc2C(N)=O)c(-n2nc3ccccc3n2)c1	-4	-1	3	7	-2	1.0	1	2	1	4
COc1ccc(-n2c(SCC3CNC(=O)O3)nnc2-c2ccc(Cl)cc2)cc1 (stereo unspecified)	6	1	-1	-3	-3	0.0	0	-7	-5	10
O=C(NCC(=O)N(c1cccc(F)c1)C(C(=O)NC1CCCC1)c1ccncc1)c1ccco1 (stereo unspecified)	-3	1	-10	2	-3	0.4	4	8	-1	3
NC(=S)N=Nc1c(O)n(CCCl)c2ccccc12	7	2	6	3	-4	0.3	11	-1	10	3
COc1ccc([C@@H]2C[C@H]3[C@@H](CN2S(=O)(=O)c2ccccc2)C(=O)C[C@@H](c2ccccc2F)N3S(=O)(=O)c2ccc(C)cc2)cc1	0	-1	-3	8	0	-0.7	-15	-1	2	0
CCOC(=O)c1c(N)sc(N)c1C(=O)OCC	-16	-14	3	-8	-1	1.1	5	-6	2	4
CC1CCN(C(=O)N2c3ccccc3Sc3ccccc32)CC1	-2	4	-1	0	13	0.1	4	1	-3	-1
O=C(CSc1nnc(-c2ccco2)n1-c1ccccc1)N1CCOCC1	4	5	6	-7	0	0.0	10	-2	-1	11
CCc1cc(C(=O)NN2C(=O)NC3(CCCCC3)C2=O)sc1C	-3	-2	3	-5	2	0.7	13	4	0	-7
Oc1ccc(-c2cc(-c3ccc(O)cc3)nc(-c3ccccc3)n2)cc1	i	i	-8	11	-4	0.2	-90	-3	4	13
Cc1ccc(-c2nnn(CC(=O)N(CC(=O)NC3CCCCC3)c3ccc(F)c(Cl)c3)n2)o1	-1	1	-9	-4	5	-0.1	4	0	0	9
C/C(=N/NC(=O)CN1CCN(S(=O)(=O)c2ccc(C)cc2)CC1)c1cccc(O)c1	-8	-1	3	-4	-1	-0.1	0	0	6	3
Cc1ccc(C)c(NC(=O)C(Sc2cccc[n+]2[O-])c2ccccc2)c1 (stereo unspecified)	-4	3	-10	7	5	0.5	7	2	-5	-1
CCCN(Cc1ccc(N(C)C)cc1)CC1CC1	3	1	6	-4	2	0.0	11	0	3	-1
COC(=O)c1c[nH]n2c(=O)c(Cc3ccc(F)cc3Cl)c(C)nc12	-1	-1	-3	2	-3	-0.1	-3	-2	-4	3
Cc1ccc(-n2c(C)cc(/C=N/NC(=O)Cn3c4ccccc4c(=O)c4ccccc43)c2C)cc1	-250	-198	-11	0	-1	-3.8	-20	-3	-5	15
CCOc1ccc(CCN2C(=S)N([C@@H](Cc3ccc(O)cc3)CN3CCC[C@@H]3CN3C(=S)NC[C@@H]3CC(C)C)C[C@@H]2CC(C)C)cc1	5	2	-1	3	0	-0.1	-23	14*	-3	-9
C(=N\NC1=Nc2cccc3cccc1c23)/c1ccccc1	-9	-9	-9	19	1	1.2	-10	7	-6	-2
CCOC(=O)c1c(NC(NC(=O)C(C)C)C(Cl)(Cl)Cl)sc2c1CCC2 (stereo unspecified)	2	-1	-7	3	-3	0.1	-6	4	6	-4
Cn1c(NC(=O)C2CCCC2)cc(=O)n(C)c1=O	0	2	3	-1	-1	0.2	0	-6	1	-8
Cc1ccc(C)c(Cn2nnc3c(=O)[nH]c(C4CCCN(C(=O)C5CCC5)C4)nc32)c1 (stereo unspecified)	1	3	6	-5	-3	0.1	-27	3	2	-9
COCCNC(=O)C1(C)CCN(C(=O)c2cccc(C)c2C)C1 (stereo unspecified)	0	3	-6	2	0	0.6	-4	-5	0	3
COc1ccc(CNC(=O)COC(=O)CN2C(=O)C3CC=CCC3C2=O)cc1 (stereo unspecified)	-4	-3	-5	-1	1	-0.7	9	4	0	0
COC(=O)C1=C(C)N(Cc2ccc(F)cc2)C(=S)NC1c1cccc(F)c1 (stereo unspecified)	-2	4	-2	3	0	1.2	11	0	7	12
CCCCNC(=O)C1(C)CCCCN1C(=O)c1cccs1 (stereo unspecified)	2	4	0	7	2	0.0	11	3	-8	1
Cc1cc(Cl)cc(Br)c1OCCCCn1cncn1	0	-1	-2	-6	2	-0.1	3	2	-1	5
CN1CCN(C(=O)/C=C/c2ccc([N+](=O)[O-])o2)CC1	-15	-5	-1	-5	-2	0.5	-4	7	6	6
